Coupling enz = counter-screen for Giardia aldolase inhibitors: coupling enzyme system | coupling enzyme system counterscreen, AmpLite Red fluorescence | activity change, negative = inhibition, % at 58.2 µM, hits read low | 290,000 compounds, 0.67% hits; in the data active = activity change below about -30%
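Final compound at 57.5 uM, incubated 10 min at RT with coupling enzyme reagent (glyceraldehyde-3-phosphate), then 20 min with substrate and AmpLite Red detection. Fluorescence read at 525/598 nm; tests interference with the coupling assay, not aldolase inhibition.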
USP2a block = inhibitors of human ubiquitin-specific protease USP2a; 330,000 compounds, 0.01% hits; AID 463254; Potency, µM (doses to about 38.3 µM), for inactives: top-dose activity change, negative = inhibition, actives largely listed as inhibitors; USP2 core, Ub-CHOP2 coupled fluorogenic reporter, 485/531; O75604;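 note: potency is the fitted concentration of half-maximal effect; plate controls were DMSO wells for no effect and full inhibition by NEM control for full effect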
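Cell-free coupled assay: 10nM USP2 core preincubated 30min RT with compound in Tris-HCl pH 8.0/CaCl2/CHAPS buffer, then 25nM Ub-CHOP2 and 25nM reporter substrate; fluorescence (Ex 485/Em 531) read after 60min RT, normalized to NEM inhibition, concentration-response curves fitted.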
Giardia kill = Giardia lamblia killing. Giardia lamblia trophozoite viability. activity change, % at 7.66 µM, hits read low. 340,000 compounds, 0.15% hits. AID 540267; in the data active = activity change below about -80%; inconclusive = between about -30% and that limit;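 note: parasites exposed to compound for two days anaerobically before the ATP read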
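Trophozoites 100 cells/well + cpd; 48 hrs, 37 deg C, anaerobic. ATPLite 1-Step added, 15-30 min RT, luminescence read (ATP-based viability).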
GALK inh = galactokinase (human) inhibition; P51570; Purified GALK, Kinase-Glo residual ATP luminescence; Potency, µM (series often up to 57.5 µM), without a hit: top-dose activity change, negative = inhibition, most hits filed as inhibitors; 270,000 compounds, 0.007% hits; AID 1868; note: potency is the fitted concentration of half-maximal effect
Target sequence (P51570 whole entry, looked up): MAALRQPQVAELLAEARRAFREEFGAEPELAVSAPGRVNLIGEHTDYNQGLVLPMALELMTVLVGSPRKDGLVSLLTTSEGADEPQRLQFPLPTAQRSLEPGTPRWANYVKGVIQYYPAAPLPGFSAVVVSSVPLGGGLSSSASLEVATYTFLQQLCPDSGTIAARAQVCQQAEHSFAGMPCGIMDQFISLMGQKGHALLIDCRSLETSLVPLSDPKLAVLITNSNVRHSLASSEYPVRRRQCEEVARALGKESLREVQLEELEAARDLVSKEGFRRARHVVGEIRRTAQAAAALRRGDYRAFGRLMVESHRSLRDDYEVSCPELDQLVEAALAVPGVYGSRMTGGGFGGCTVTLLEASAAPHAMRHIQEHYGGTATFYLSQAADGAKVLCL
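Compounds were pin-transferred into ATP buffer (35 uM final), then GALK plus galactose (5 nM, 100 uM final) was added. After 1 h at room temperature, Kinase-Glo Plus was added and luminescence read after 10 min.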
Chronic BCR inh = blocks chronic active B-cell receptor signaling; 340,000 compounds, 0.05% hits; Potency, µM (highest dose often 46.1 µM), inactives show top-dose ratio change, negative = lower green/red ratio, actives largely listed as inhibitors; ABC-DLBCL IkBa-CBG/CBR reporter, luminescence ratio, 4 h; AID 493014; active = well fitted inhibition curve with a large enough effect in the signal ratio, with a control signal flat, not every such curve was filed as active; inconclusive = small, poorly fitted or top-dose-only effect, or effect the other way, or a change in a side signal; the % refers to the signal ratio;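 note: potency is the fitted concentration of half-maximal effect; plate controls were basal doxycycline-induced cells for no effect and cells given 10 µM MG132 for full effect; MG132 reads +100%, hits lower the ratio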
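Cell line TMD8 (human ABC DLBCL), stably expressing tet-inducible CBG68-IkBa fusion and CBR; IMDM/0.5% FBS; cpd up to 46 uM; dox induction, 4 h, 37C/5% CO2; dual luminescence; green/red ratio; MG132 control.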
KCNH2 WT inh = inhibitors of human wildtype KCNH2 potassium channel; 340,000 compounds, 0.37% hits; activity change, % at 1.84 µM; U2OS, BacMam KCNH2, thallium flux FluxOr; hits give low values;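 active = maximum activity change below -70%; inconclusive = maximum activity change between -70% and -50%; inactive = maximum activity change above -50%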
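U2OS cells were transduced with wild-type KCNH2 virus (2.03 x 10^8 / mL) for 4 h at room temperature, then cultured overnight at 37 C. Thallium flux was read with FluxOr dye. Rate constants were normalized to DMSO controls.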
KCNH2 3.1 block = blocks the human KCNH2 3.1 channel isoform; 340,000 compounds, 0.95% hits; AID 720553; activity change, % (tested at about 1.8 µM); U2OS KCNH2 3.1, thallium flux FluxOr; hits give low values;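 active = maximum activity change below -70%; inconclusive = maximum activity change from -70% to -50%; inactive = maximum activity change above -50%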;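 note: thallium influx rate constant from kinetic fluorescence after stimulation buffer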
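Thallium flux read-out: FluxOr dye with Red40 quencher in HBSS/HEPES, 45 min at RT. Rate constants from kinetic reads were normalized to positive and negative DMSO controls. Cells: U2OS virally expressing the 3.1 isoform.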
B2AR arrestin = agonists driving beta-arrestin recruitment to human beta2-adrenergic receptor; P07550; beta-arrestin recruitment to beta2AR, cell-based reporter; Potency, µM (titrated, usually from 46.1 µM), inactives show at the highest dose activation, actives largely listed as activators; 330,000 compounds, 0.02% hits;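 note: potency is the fitted concentration of half-maximal effect; 0% = DMSO controls and full agonism = EC100 isoproterenol or metaproterenol; nearly all actives have a fitted effect of over 65% in size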
PKM2 activator = increases activity of human pyruvate kinase M2. 260,000 compounds, 0.34% hits. AID 1631. P14618. Potency, µM (top dose mostly 57.5 µM), inactives show top-dose activation, usual class: activators. purified PKM2, Kinase-Glo ATP luminescence, activation; response scale: 0% is enzyme alone, no compound; note: potency is the fitted concentration of half-maximal effect; nearly all actives have a fitted effect of over 55% in size
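Kinase-Glo luminescence reports ATP generated from ADP (0.1 mM) and PEP (0.5 mM) by purified hPK-M2 after 1 h at room temperature, pH 7.2 imidazole buffer; intermediate enzyme activity allows detecting inhibitors and activators.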
uPA surface inh = cell surface uPA generation inhibition; AID 540303; 330,000 compounds, 0.31% hits; Potency, µM (highest dose often 38.3 µM), for the others: at the highest dose activity change, negative = inhibition, most hits filed as inhibitors; cell surface uPA generation assay, qHTS; active = well fitted inhibition curve with a large enough effect; inconclusive = small, poorly fitted or top-dose-only effect; inactive = no such curve, though single readings can be large or run the other way; tested in mouse RAW 264.7 cells; note: potency is the fitted concentration of half-maximal effect; nearly all actives have a fitted effect of over 55% in size
Eya2 phos inh = blocks the phosphatase activity of human Eya2. 330,000 compounds, 0.006% hits. AID 488837. Potency, µM (top dose mostly 76.9 µM), for inactives: at the top dose activity, negative = inhibition, actives largely listed as inhibitors. recombinant Eya2, OMFP fluorescence dephosphorylation (OMFP is methylfluorescein phosphate); note: potency is the fitted concentration of half-maximal effect
Target sequence (O00167 whole entry, looked up): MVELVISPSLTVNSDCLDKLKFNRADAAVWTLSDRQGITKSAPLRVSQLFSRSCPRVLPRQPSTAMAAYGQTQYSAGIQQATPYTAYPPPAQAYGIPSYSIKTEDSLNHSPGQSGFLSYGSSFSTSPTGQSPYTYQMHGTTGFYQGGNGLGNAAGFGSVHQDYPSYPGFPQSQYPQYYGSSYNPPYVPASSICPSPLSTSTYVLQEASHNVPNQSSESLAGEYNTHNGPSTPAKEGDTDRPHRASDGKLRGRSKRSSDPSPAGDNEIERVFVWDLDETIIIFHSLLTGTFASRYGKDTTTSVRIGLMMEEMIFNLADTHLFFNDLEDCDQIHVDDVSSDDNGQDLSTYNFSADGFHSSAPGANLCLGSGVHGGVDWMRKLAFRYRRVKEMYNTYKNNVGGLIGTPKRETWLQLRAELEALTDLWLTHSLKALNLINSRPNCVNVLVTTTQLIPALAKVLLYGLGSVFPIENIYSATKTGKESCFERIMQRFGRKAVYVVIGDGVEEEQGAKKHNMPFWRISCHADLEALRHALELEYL
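Eya2 (0.2 uM) preincubated 10 min at ambient with compound, then OMFP substrate added at 50 uM; 10 min reaction in 50 mM HEPES pH 7.5, 50 mM NaCl, 5 uM MgCl2, 0.05% BSA, 1 mM DTT. Fluorescence read at Ex 485/Em 525 nm.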
The depositor's hits bear a star; i = inactive; ? = inconclusive; . = no result given; [ ] = another dose, or the depositor's remark. Unless noted, calls come from the whole dose curve; as a rule, active = well fitted curve in the direction sought with a large enough effect; inconclusive = small, poorly fitted or top-dose-only effect, or another doubt; inactive = no such curve, though single readings can be large; an effect the other way counts as inactive or inconclusive. Unless noted, % is set by controls: 0 for no effect and ±100 for the full control effect.

SMILES	Coupling enz	USP2a block	Giardia kill	GALK inh	Chronic BCR inh	KCNH2 WT inh	KCNH2 3.1 block	B2AR arrestin	PKM2 activator	uPA surface inh	Eya2 phos inh
CCc1ccc(CNC(=O)c2ccc3c(c2)NC(=O)C(N2CCOCC2)S3)cc1 (stereo not given)	-1	1%	-29	7%	-14%	-4	-7	-0.2%	.	-7%	-6%
CC(=O)c1c(C)[nH]c(C(=O)/C(C#N)=C/c2cccc(C)c2)c1C	1	-2%	12	-2%	5%	-3	4	-0.6%	?	-5%	-2%
CCOc1ccc(NC(=S)NCCCN2CCOCC2)cc1	2	7%	22	-3%	6%	3	-7	-0.2%	-2%	-4%	3%
Cc1ccc(S(=O)(=O)N2CCCCC2)cc1NS(=O)(=O)c1ccccc1F	.	2%	11	.	1%	11	-5	0.1%	.	-3%	7%
O=C(NCc1ccc2c(c1)OCO2)C1CC(=O)N(C2CCCC2)C1 (stereo not given)	1	3%	-12	-4%	5%	-10	11	-0.5%	0%	13%	-7%
O=C1c2ccccc2C(Nc2cccnc2)N1Cc1ccc2c(c1)OCO2 (stereo not given)	3	0%	-13	-1%	-4%	-2	3	-0.3%	-1%	1%	2%
O=C(CSc1nccn1-c1cccc(F)c1)NC1CCCC1	.	-2%	-17	.	-3%	4	9	-1.1%	.	0%	0%
O=C(c1ccco1)N1CCN(c2ncnc3scc(-c4cccs4)c23)CC1	7	4%	1	-2%	1%	-4	25	-1.9%	-7%	.	13%
O=C1Nc2ccccc2/C1=N\N=C\C1=C(N2CCOCC2)C(=C\c2ccccc2)/CC1	-4	5%	.	5%	-2%	.	.	-0.8%	-4%	.	-9%
O=C(NCc1ccco1)c1cnn2c(C(F)(F)F)cc(-c3ccccc3)nc12	2	-7%	11	0%	16%	-10	-8	-0.2%	3%	-10%	-30%
COc1ccc(NC(=S)NNC(=O)COc2ccc(Cl)cc2Cl)cc1	1	-1%	-22	-2%	2%	-3	-3	0.1%	-5%	1%	-5%
CCn1cc(C(=O)Nc2ncccc2O)c(=O)c2cc(F)c(N3CCN(C(=O)c4ccco4)CC3)cc21	.	-2%	29	0%	3%	-20	7	-0.4%	.	13%	-3%
O=C(/C=C/NNC(=O)c1cccc(Br)c1)c1ccccc1	-1	-4%	-6	2%	?	2	18	-1.2%	-6%	3%	-9%
O=C(Nc1ccc(Cl)cc1)N1CCCN(c2ccc(C(F)(F)F)cc2[N+](=O)[O-])CC1	-3	0%	8	.	14%	4	-6	-0.7%	-9%	10%	-7%
CN(CC(=O)Nc1ccc(N2CCOCC2)cc1)C(=O)COc1ccccc1F	0	-6%	1	1%	1%	4	-6	-0.5%	5%	-2%	-25%
O=C(CCCn1c(=O)[nH]c2ccsc2c1=O)Nc1ccc(F)cc1	-1	2%	10	3%	1%	15	-3	-1.1%	4%	-5%	12%
O=C(NCCc1ccccc1)c1ccc(=O)[nH]c1	0	0%	6	0%	1%	1	2	-0.4%	-2%	3%	-10%
CC(C)c1ccc(C2NC(=O)NC3=C2CCc2ccccc23)cc1 (stereo not given)	-10	3%	-12	1%	?	4	1	-0.3%	5%	2%	11%
COCCn1c(CNc2ccc(F)cc2)nnc1SCC(=O)Nc1ccc(OC)cc1OC	-3	.	5	3%	.	-12	2	.	5%	.	.
Cc1ccc(C2C(C#N)=C(N)Oc3c2c(=O)n(C)c(=O)n3C)cc1 (stereo not given)	-2	0%	-9	-3%	4%	-26	-8	-0.1%	1%	0%	15%
COCc1cc(C)nc(N/N=C/c2ccc(-c3ccc(Cl)cc3[N+](=O)[O-])o2)c1C#N	-8	-1%	-5	-1%	11%	i	6	-1.0%	-1%	4%	-23%
CC(C)(C)OC(=O)N1CCCC1C(=O)N1CCCC1C(=O)N1CCCC1C(=O)O (stereo not given)	0	2%	8	0%	-2%	-20	.	-0.9%	3%	7%	4%
CSc1n[nH]c(=S)n1N	-6	8%	12	-2%	7%	-8	-1	-0.8%	2%	7%	-1%
C/C(=N\NC(=O)c1c(Br)c(C)nn1C)c1cccc(NC(=O)c2ccccc2C)c1	-1	-1%	1	-2%	-6%	2	-11	-0.1%	10%	-3%	-9%
CCOC(=O)C1CCN(C(=O)C2(NC(=O)Nc3ccccc3C)CCCCC2)CC1	4	3%	11	-2%	0%	2	-12	-0.6%	-10%	1%	8%

Next entries
SMILES	Coupling enz	USP2a block	Giardia kill	GALK inh	Chronic BCR inh	KCNH2 WT inh	KCNH2 3.1 block	B2AR arrestin	PKM2 activator	uPA surface inh	Eya2 phos inh
O=C(O)C1CCC(N2C(=O)C3C4CCC(C4)C3C2=O)CC1 (stereo not given)	-2	0%	-3	0%	-3%	-1	16	-0.5%	-1%	6%	3%
CC(Oc1cccc(Br)c1)C(=O)NNC(=O)CCS(=O)(=O)c1ccccc1 (stereo not given)	.	1%	31[activator]	.	0%	-6	-102*	0.2%	.	3%	-4%
CCN(CC)S(=O)(=O)c1ccc(N2CCOCC2)c(NC(=O)c2ccc3c(c2)OCCO3)c1	.	1%	-1	.	?	-15	-20	-0.9%	.	3%	-10%
CCOC(=O)N1CCC(NC(=O)c2cnn3c(C(F)(F)F)cc(-c4cccc(OC)c4)nc23)CC1	2	5%	30	3%	?	-25	4	-0.5%	5%	6%	6%
CCOc1ccccc1Nc1nnc(SC(C)C(=O)Nc2nc(-c3ccccc3)cs2)s1 (stereo not given)	0	2%	17	1%	0%	-5	-25	-0.4%	1%	3%	3%
O=C(NCc1ccccc1)C1=C[C@H](c2csc3ccccc23)C[C@H](OCc2ccc(CO)cc2)O1	-6	-3%	-13	1%	1%	1	-23	-0.8%	-6%	?	-6%
CCOc1ccc(NC(=O)C(NC(=O)C2CCC(C)CC2)C(C)C)cc1 (stereo not given)	-1	-2%	-4	-2%	-4%	-5	13	0.0%	3%	-5%	15%
CCOc1ccc(NC(=O)CCc2c(C)noc2C)cc1OC	.	0%	-9	.	-10%	-9	13	-0.1%	.	5%	2%
COc1ccccc1-c1nnc2sc(C3CCCCC3)nn12	3	2%	0	6%	-1%	14	-7	0.1%	5%	.	8%
O=C(COC(=O)c1ccccc1C(=O)N1CCN(c2ccccc2)CC1)Nc1ccc(F)cc1	-1	6%	0	-1%	?	20	20	0.1%	0%	-4%	3%
O=c1cc(Cc2nnc(SCc3ccccc3)n2-c2ccc(Cl)cc2)[nH]c(=O)[nH]1	7	1%	-24	-1%	-14%	1	23	0.1%	-2%	-20%	9%
CN(C)S(=O)(=O)c1ccc2c(c1)Cc1cc(S(=O)(=O)N(C)C)ccc1-2	4	0%	31[activator]	.	-8%	-2	7	0.1%	.	-1%	-22%
O=C(Nc1ccc2c3c(cccc13)CC2)c1ccc(Br)o1	-2	5%	-3	2%	-20%	-18	-42	-0.3%	5%	-3%	-12%
O=C(O)c1ccc(-c2nc(-c3ccccc3)c(-c3cccs3)[nH]2)cc1	6	-12%	-9	-2%	?	17	5	-0.2%	3%	7%	-2%
Cn1c(=NC(=O)C2=NNC(=O)CC2)sc2ccccc21	-1	-1%	-2	0%	-7%	20	10	-1.2%	-1%	0%	-4%
CN(CC(=O)NCc1ccccc1)Cc1ccc(Cl)cc1	-1	5%	-3	1%	5%	5	-5	0.1%	.	-3%	2%

6 records picked at random from those above:
SMILES	Coupling enz	USP2a block	Giardia kill	GALK inh	Chronic BCR inh	KCNH2 WT inh	KCNH2 3.1 block	B2AR arrestin	PKM2 activator	uPA surface inh	Eya2 phos inh
CC(C)(C)OC(=O)N1CCCC1C(=O)N1CCCC1C(=O)N1CCCC1C(=O)O (stereo not given)	0	2%	8	0%	-2%	-20	.	-0.9%	3%	7%	4%
O=C(NCc1ccc2c(c1)OCO2)C1CC(=O)N(C2CCCC2)C1 (stereo not given)	1	3%	-12	-4%	5%	-10	11	-0.5%	0%	13%	-7%
O=C(CCCn1c(=O)[nH]c2ccsc2c1=O)Nc1ccc(F)cc1	-1	2%	10	3%	1%	15	-3	-1.1%	4%	-5%	12%
O=C(COC(=O)c1ccccc1C(=O)N1CCN(c2ccccc2)CC1)Nc1ccc(F)cc1	-1	6%	0	-1%	?	20	20	0.1%	0%	-4%	3%
CC(C)c1ccc(C2NC(=O)NC3=C2CCc2ccccc23)cc1 (stereo not given)	-10	3%	-12	1%	?	4	1	-0.3%	5%	2%	11%
COCc1cc(C)nc(N/N=C/c2ccc(-c3ccc(Cl)cc3[N+](=O)[O-])o2)c1C#N	-8	-1%	-5	-1%	11%	i	6	-1.0%	-1%	4%	-23%
